From PubChem BioAssay
NPY1 pot ag – NPY-Y1 receptor potentiators or agonists, primary screen, cell-based; activation, % at 3.6 µM; NPY-Y1 expressing cells, potentiator/agonist activation; Neuropeptide Y receptor type 1 (Homo sapiens), P25929; hit rate 0.37% among 220,000; AID 1304, 2008; in the data active = activation above about 33%, passing the limit was not always enough;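 also: cells stimulated with NPY at EC10 then isoproterenol at EC100; 0% = low agonist plus stimulus and 100% = saturating agonist plus stimulus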
PGE2 EP2 inh – human EP2 receptor antagonists, primary screen, TR-FRET cAMP, C6 glioma cells. AID 1422, 2008. hit rate 0.52% among 260,000. Prostaglandin E2 receptor EP2 subtype (Homo sapiens), P43116. inhibition, % at 25 µM. C6 glioma cells expressing human EP2; cells stimulated with saturating PGE2;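 active = percent inhibition above 40 after rounding to a whole number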;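 also: rat C6 glioma host cells with rolipram phosphodiesterase inhibitor present; the protocol text gives 20 µM as final concentration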
Target sequence (P43116 whole entry, looked up): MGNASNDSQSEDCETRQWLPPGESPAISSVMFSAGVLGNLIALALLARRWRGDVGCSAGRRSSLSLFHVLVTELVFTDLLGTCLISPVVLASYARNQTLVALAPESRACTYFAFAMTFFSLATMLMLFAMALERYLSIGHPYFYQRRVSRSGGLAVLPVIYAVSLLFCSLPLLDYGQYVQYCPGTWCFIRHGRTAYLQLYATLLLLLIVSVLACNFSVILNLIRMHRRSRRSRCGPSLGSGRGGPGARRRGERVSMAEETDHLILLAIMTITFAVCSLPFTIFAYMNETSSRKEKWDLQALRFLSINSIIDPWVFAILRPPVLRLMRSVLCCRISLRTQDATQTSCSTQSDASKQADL
14-3-3 Bad inh – inhibitors of 14-3-3 zeta/Bad binding, primary screen, biochemical, TR-FRET, bovine 14-3-3 zeta; 14-3-3 protein zeta/delta (Bos taurus), P63103; TR-FRET 14-3-3zeta/Dy647-pBad peptide displacement, 1 h; inhibition, % at 21.7 µM; hit rate 0.71% among 220,000;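 active = inhibition above about 70%, limit read from the data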;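 also: 0% = full 14-3-3 plus peptide FRET controls and 100% = background without 14-3-3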
NPY Y1 blocker – NPY-Y1 receptor antagonists, primary screen, cell-based; HEK293-CNG Y1 cells, membrane potential fluorescence; NPY at EC95, then isoproterenol; AID 1040, 2008; inhibition, % at 3.6 µM; hit rate 1% among 200,000; Neuropeptide Y receptor type 1 (Homo sapiens), P25929;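 active = inhibition above the campaign mean inhibition of all tested compounds plus 3 SD, cut at about 20% in these data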;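 also: 0% = DMSO wells given NPY plus isoproterenol and 100% = isoproterenol alone without NPY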
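Assay system: HEK293 Y1/CNG channel cell line; Doses: single compound dose of 3.6 µM, 0.4% DMSO; Timing: dye 3 h, compound 60 min room temperature, stimulation 45 min; Technique: Membrane-potential fluorescent dye readout; Measure: % inhibition of NPY effect.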
TRPML3 ag – human TRPML3 channel agonists, primary screen, cell-based, HEK293 TRPML3-YFP, Fluo-8 calcium fluorescence, 3 µM | Mucolipin-3 (Homo sapiens), Q8TDD5 | 100% = the carbachol control signal | activation, % at 3 µM | hit rate 0.29% among 220,000 | AID 1448, 2008;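 active = activation above its plate's cutoff, the mean activation of the plate's test wells plus 3 SD, cut at about 12% in these data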;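 also: 0% = DMSO only wells and 100% = carbachol wells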
Target sequence (Q8TDD5 whole entry, looked up): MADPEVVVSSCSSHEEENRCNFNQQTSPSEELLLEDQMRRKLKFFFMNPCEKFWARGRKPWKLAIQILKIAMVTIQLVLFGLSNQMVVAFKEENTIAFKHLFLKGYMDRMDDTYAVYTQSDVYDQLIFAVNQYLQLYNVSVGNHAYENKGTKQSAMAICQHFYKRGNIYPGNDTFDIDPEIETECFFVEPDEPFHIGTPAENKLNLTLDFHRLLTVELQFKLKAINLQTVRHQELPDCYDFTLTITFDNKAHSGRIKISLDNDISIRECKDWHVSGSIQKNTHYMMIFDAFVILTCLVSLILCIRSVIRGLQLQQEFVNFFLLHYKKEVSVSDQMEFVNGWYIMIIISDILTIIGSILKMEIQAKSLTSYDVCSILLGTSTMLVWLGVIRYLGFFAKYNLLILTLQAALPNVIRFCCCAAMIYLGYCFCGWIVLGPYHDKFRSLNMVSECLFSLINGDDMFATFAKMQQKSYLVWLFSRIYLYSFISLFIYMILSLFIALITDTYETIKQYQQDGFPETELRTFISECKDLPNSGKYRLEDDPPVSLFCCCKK
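Test system: TRPML3-YFP stable HEK293 cells. Doses: single point at 3 µM. Incubation: dye loading 1 h 37 °C then 30 min ambient, 125 s read. Signal: Fluo-8 calcium dye fluorescence, ex 470-495, em 515-575 nm. Measure: percent activation from peak-to-basal fluorescence ratio, scaled between DMSO and carbachol.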
EP2 mod – EP2 receptor modulators, cAMP readout, primary screen, cell-based, HTRF cAMP, PGE2 stimulation; Prostaglandin E2 receptor EP2 subtype (Homo sapiens), P43116; AID 940, 2007; hit rate 0.83% among 260,000; EP2-expressing cells, cAMP HTRF FRET, PGE2 co-stimulation; induction, % at 25 µM;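 active = compounds whose cAMP rise, as percent of the full-agonist control response, exceeds 60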;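 also: rat C6 glioma line stably carrying human EP2 under a CMV promoter; the protocol text gives 20 µM as final concentration; 100% = response of wells given 1 µM PGE2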
PPC-1+TRAIL kill – compounds killing PPC-1 cancer cells with TRAIL present, primary screen, TRAIL potentiator project, ATPLite luminescence, uHTS; PPC-1 cells + TRAIL, ATPLite viability luminescence; cell killing (% activity), % at 4 µM; hit rate 0.41% among 220,000; AID 1443, 2008;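 active = cell killing above 50% in the first pass at 4 µM, then a duplicate retest at 5 µM averaging 50% or more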;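 also: plate controls were cells with TRAIL plus DMSO for no effect and medium-only wells lacking cells for full effect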
CHOP inh – inhibitors of CHOP promoter induction, primary screen, cell-based, unfolded protein response, luciferase reporter; CHO-K1 CHOP-promoter luciferase, tunicamycin-induced, 15-18 h; inhibition, % at 10 µM; hit rate 3.8% among 220,000; AID 2732, 2010;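 active = compounds that reduced the stress-induced luciferase reporter signal by more than about 70% of percent inhibition, limit read from the data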;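 also: 0% = tunicamycin plus vehicle and 100% = wells without tunicamycin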
TRPN1 ag – zebrafish TRPN1 channel agonists, primary screen, cell-based, HEK293, calcium fluorescence | hit rate 0.18% among 220,000 | transient receptor potential cation channel N1 (TRPN1/NompC), Danio rerio | HEK293 zebrafish TRPN1-YFP, Fluo-8 calcium fluorescence; 100% = response to 87 µM carbachol | activation, % at 3 µM | AID 1424, 2008;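 active = activation above its plate's cutoff, the mean activation of test wells on that plate plus 3 SD, cut at about 19% in these data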;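 also: 0% = DMSO alone and 100% = 87 µM carbachol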
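Material: zebrafish TRPN1-YFP in HEK293 cells. Doses: one dose of 3 µM, 0.3% DMSO. Incubation: dye 1 h 37 °C plus 30 min RT. Measured by: intracellular calcium fluorescence with Fluo-8.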
The depositor's hits bear a star; [ ] = another dose, or the depositor's remark.

COc1ccc(OCC(=O)O/N=C(\N)c2ccc(OC)cc2)cc1 was read as NPY1 pot ag -64, PGE2 EP2 inh 10, 14-3-3 Bad inh -5, TRPML3 ag 0.1, EP2 mod -47, PPC-1+TRAIL kill -5, CHOP inh 4 and TRPN1 ag -0.8.
`COc1cc(CNC(C)(C)CO)cc(Br)c1OCc1ccc(Cl)cc1Cl` gave NPY1 pot ag -39, PGE2 EP2 inh 12, 14-3-3 Bad inh 12, NPY Y1 blocker 5, TRPML3 ag 1.8, EP2 mod -38, PPC-1+TRAIL kill -17, CHOP inh 27 and TRPN1 ag 3.2.
Cc1c(Cl)cccc1NC(=S)N1CCc2ccccc2C1 was read as NPY1 pot ag -4, PGE2 EP2 inh 4, 14-3-3 Bad inh -2, NPY Y1 blocker 6, TRPML3 ag -0.1, EP2 mod -24, PPC-1+TRAIL kill 7, CHOP inh 21 and TRPN1 ag -1.1.
For O=C(CNS(=O)(=O)c1ccc(F)cc1)N1CCN(c2ccc(F)cc2)CC1 the results were NPY1 pot ag 12, PGE2 EP2 inh 8, 14-3-3 Bad inh 0, NPY Y1 blocker -1, TRPML3 ag 0.2, EP2 mod 7, PPC-1+TRAIL kill 34, CHOP inh 28 and TRPN1 ag 1.2.
Screening CC(=O)OCC(=O)Nc1c(C)cc(C)cc1C returned NPY1 pot ag 8, PGE2 EP2 inh 6, 14-3-3 Bad inh 3, NPY Y1 blocker 4, TRPML3 ag 0.3, EP2 mod 4, PPC-1+TRAIL kill 4, CHOP inh -5 and TRPN1 ag 0.2.
Screening CCOc1ccccc1OCC(=O)NNC(=O)Cn1cnc2c1c(=O)n(C)c(=O)n2C returned NPY1 pot ag 9, PGE2 EP2 inh 9, 14-3-3 Bad inh -7, NPY Y1 blocker 2, TRPML3 ag 1.0, EP2 mod 9, PPC-1+TRAIL kill 7, CHOP inh -3 and TRPN1 ag 0.1.
O=C(c1cnn(C(=O)c2ccccc2)c1)c1ccccc1O was read as NPY1 pot ag -35, PGE2 EP2 inh 9, 14-3-3 Bad inh 0, NPY Y1 blocker 1, TRPML3 ag 0.1, EP2 mod 21, PPC-1+TRAIL kill 20, CHOP inh 4 and TRPN1 ag 3.5.
`Nc1nc2nn(-c3ccccc3)nc2c(=O)[nH]1` gave NPY1 pot ag 20, PGE2 EP2 inh 3, 14-3-3 Bad inh 10, TRPML3 ag 1.2, EP2 mod -5, PPC-1+TRAIL kill 26, CHOP inh 4 and TRPN1 ag 0.4.
For O=C(Nc1ccccc1)c1cc(-n2cnnc2)ccc1Cl the results were NPY1 pot ag -3, PGE2 EP2 inh 2, 14-3-3 Bad inh -4, NPY Y1 blocker -4, TRPML3 ag 0.6, EP2 mod 6, PPC-1+TRAIL kill 2, CHOP inh 9 and TRPN1 ag 0.5.
Screening Cc1ccc(C(=O)C2C(=O)c3ccccc3C2=O)cc1 returned NPY1 pot ag 21, PGE2 EP2 inh 4, 14-3-3 Bad inh 82*, NPY Y1 blocker 2, TRPML3 ag -0.7, EP2 mod -38, PPC-1+TRAIL kill 18, CHOP inh -4 and TRPN1 ag -2.2.
`CC(NCc1ccc(F)cc1)C(=O)NC1CCCCC1` (centres undefined) gave NPY1 pot ag 19, PGE2 EP2 inh 5, 14-3-3 Bad inh 36, NPY Y1 blocker -1, TRPML3 ag 0.0, EP2 mod 24, PPC-1+TRAIL kill 16, CHOP inh 19 and TRPN1 ag 1.4.
Screening O=C(Oc1ccccc1)c1cccnc1Oc1ccccc1 returned NPY1 pot ag -26, PGE2 EP2 inh 10, 14-3-3 Bad inh -9, TRPML3 ag -1.0, EP2 mod -1, PPC-1+TRAIL kill 21, CHOP inh 7 and TRPN1 ag -1.6.
For CN(c1ccccc1)S(=O)(=O)c1ccc(NC(=S)NC(=O)C2CC2)cc1 the results were NPY1 pot ag -5, PGE2 EP2 inh 3, 14-3-3 Bad inh -14[fluorescence artefact?], NPY Y1 blocker -1, TRPML3 ag 0.4, EP2 mod -64, PPC-1+TRAIL kill -3, CHOP inh 23 and TRPN1 ag -0.2.
For Cc1cccc(Nc2c(-c3ccc(O)cc3)nc3ncccn23)c1 the results were NPY1 pot ag 40*, PGE2 EP2 inh 5, 14-3-3 Bad inh -4, NPY Y1 blocker -3, TRPML3 ag 0.1, EP2 mod -39, PPC-1+TRAIL kill -29, CHOP inh 4 and TRPN1 ag -0.8.
CCOC(=O)c1c(C)[nH]c(C(=O)OCC(=O)NC(C)C)c1C was read as NPY1 pot ag -12, PGE2 EP2 inh 6, 14-3-3 Bad inh -2, NPY Y1 blocker -3, TRPML3 ag 0.5, EP2 mod 15, PPC-1+TRAIL kill 14, CHOP inh -45 and TRPN1 ag 0.4.
For COC(=O)c1cc2c(s1)-c1ccc(OC)cc1CC2 the results were NPY1 pot ag -30, PGE2 EP2 inh 17, 14-3-3 Bad inh 11, TRPML3 ag -0.2, EP2 mod 13, PPC-1+TRAIL kill 3, CHOP inh -15 and TRPN1 ag -1.6.
Cc1nn(CCc2n[nH]c(=S)n2-c2ccc(F)cc2)c(C)c1[N+](=O)[O-] was read as NPY1 pot ag -9, PGE2 EP2 inh 5, 14-3-3 Bad inh 8, NPY Y1 blocker 1, TRPML3 ag 0.9, EP2 mod 11, PPC-1+TRAIL kill 22, CHOP inh -25 and TRPN1 ag 1.0.
`O=c1cc(CO)occ1OCc1cccc(F)c1` gave NPY1 pot ag 5, PGE2 EP2 inh 5, 14-3-3 Bad inh -9, NPY Y1 blocker 0, TRPML3 ag 0.2, EP2 mod 46, PPC-1+TRAIL kill 2, CHOP inh -8 and TRPN1 ag 0.1.
`Cc1ccc(Oc2ccccc2)c(NC=O)c1` gave NPY1 pot ag 11, PGE2 EP2 inh 5, 14-3-3 Bad inh -5[fluorescence artefact?], NPY Y1 blocker -5, TRPML3 ag -0.5, EP2 mod 27, PPC-1+TRAIL kill 16, CHOP inh 37 and TRPN1 ag -1.9.
`Cc1ccc2c3c(c(SCC(=O)Nc4nccs4)nc2c1)CCCC3` gave NPY1 pot ag -4, PGE2 EP2 inh 33, 14-3-3 Bad inh -4[fluorescence artefact?], NPY Y1 blocker 2, TRPML3 ag -0.2, EP2 mod 50, PPC-1+TRAIL kill 10, CHOP inh 56 and TRPN1 ag 1.9.
Cc1nnsc1C(=O)NCc1c(F)cccc1Cl was read as NPY1 pot ag 16, PGE2 EP2 inh 6, 14-3-3 Bad inh -5, TRPML3 ag 0.8, EP2 mod -4, PPC-1+TRAIL kill 3, CHOP inh 15 and TRPN1 ag 2.9.
`CCOc1cc(/C=N/NC(=O)c2cc(C)n(-c3ccc(F)cc3)c2C)ccc1O` gave NPY1 pot ag 6, PGE2 EP2 inh 15, 14-3-3 Bad inh 4, TRPML3 ag -0.5, EP2 mod -52, PPC-1+TRAIL kill -4, CHOP inh 11 and TRPN1 ag -1.9.
`CC(=O)Nc1ccc(N(C(=O)c2cnccn2)C(C(=O)NC2CCCCC2)c2ccc(O)cc2)cc1` (centres undefined) gave NPY1 pot ag 4, PGE2 EP2 inh 18, NPY Y1 blocker 4, TRPML3 ag 0.9, EP2 mod 1, PPC-1+TRAIL kill -8, CHOP inh 17 and TRPN1 ag 1.0.
`Cc1noc(C)c1S(=O)(=O)Nc1ccc(C(=O)N2CCN(c3cccc(Cl)c3)CC2)cc1` gave NPY1 pot ag -26, PGE2 EP2 inh 15, 14-3-3 Bad inh -16, NPY Y1 blocker 4, TRPML3 ag -0.2, EP2 mod -15, PPC-1+TRAIL kill 15, CHOP inh 34 and TRPN1 ag -0.9.
O=C(Nc1cccc2ccccc12)N1N=CCC1c1ccccc1 (centres undefined) was read as NPY1 pot ag -17, PGE2 EP2 inh 3, 14-3-3 Bad inh -1, TRPML3 ag -1.2, EP2 mod 0, PPC-1+TRAIL kill 14, CHOP inh -22 and TRPN1 ag -1.3.
Screening O=c1oc(-c2cccc(C(F)(F)F)c2)nn1-c1ccc(C(F)(F)F)cn1 returned NPY1 pot ag -26, PGE2 EP2 inh 4, 14-3-3 Bad inh -7, TRPML3 ag -0.1, EP2 mod 39, PPC-1+TRAIL kill 14, CHOP inh 12 and TRPN1 ag -0.8.
Screening S=C(Nc1ccccc1)Nc1cccc(Br)c1 returned NPY1 pot ag -20, PGE2 EP2 inh 6, 14-3-3 Bad inh -5, NPY Y1 blocker -7, TRPML3 ag 1.1, EP2 mod -44, PPC-1+TRAIL kill 20, CHOP inh 40 and TRPN1 ag 0.9.
`CCn1nc(C(=O)OCC(=O)NCC(C)C)c2ccccc2c1=O` gave NPY1 pot ag -11, PGE2 EP2 inh 8, 14-3-3 Bad inh -11, NPY Y1 blocker -5, TRPML3 ag 0.6, EP2 mod 24, PPC-1+TRAIL kill 3, CHOP inh 9 and TRPN1 ag 0.4.

A run of entries from further up:
Cc1nnsc1C(=O)NCc1c(F)cccc1Cl was read as NPY1 pot ag 16, PGE2 EP2 inh 6, 14-3-3 Bad inh -5, TRPML3 ag 0.8, EP2 mod -4, PPC-1+TRAIL kill 3, CHOP inh 15 and TRPN1 ag 2.9.
`CCOc1cc(/C=N/NC(=O)c2cc(C)n(-c3ccc(F)cc3)c2C)ccc1O` gave NPY1 pot ag 6, PGE2 EP2 inh 15, 14-3-3 Bad inh 4, TRPML3 ag -0.5, EP2 mod -52, PPC-1+TRAIL kill -4, CHOP inh 11 and TRPN1 ag -1.9.
`CC(=O)Nc1ccc(N(C(=O)c2cnccn2)C(C(=O)NC2CCCCC2)c2ccc(O)cc2)cc1` (centres undefined) gave NPY1 pot ag 4, PGE2 EP2 inh 18, NPY Y1 blocker 4, TRPML3 ag 0.9, EP2 mod 1, PPC-1+TRAIL kill -8, CHOP inh 17 and TRPN1 ag 1.0.

Some of the compounds tested; count on the stated rates, not on these rows.
